Mdm2 MdmX PPI: disrupts the human Mdm2-MdmX interaction; SaOS-2 split-luciferase Mdm2/MdmX complementation, luminescence; inhibition, % at 8 µM; actives 3% (n = 330,000); AID 485346;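 active = inhibition of at least 50% at 8 µM in the primary screen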
tim10-1 inh: growth inhibitors of tim10-1 mutant yeast; S. cerevisiae tim10-1 ts strain growth, BacTiter-Glo, 24 h; inhibition, % at 20 µM; actives 2.2% (n = 330,000);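 active = inhibition of at least 40%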;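 note: mutant grown at 25 °C; 0% = DMSO wells with yeast and 100% = wells holding no yeast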
UPR CHOP act: activators of apoptotic arm of unfolded protein response (CHOP); CHO-CHOP luciferase reporter, UPR activation, luminescence; percent of tunicamycin response over DMSO baseline; activation, % at 10 µM; actives 0.34% (n = 330,000); AID 449763;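 active = at 10 µM dose, activation of 40% or more, normalized to positive control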;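 note: 100% = tunicamycin at 10 µg/mL and 0% = DMSO alone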
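Test system: CHO CHOP reporter cells. Input: 500 CHO-CHOP cells per well. Medium: F12 with 10% FBS. Technique: luciferase luminescence. Measure: percent activation relative to tunicamycin control. Dosing: 10 µM compound, 0.5% DMSO. Timing: 16-18 h cell attachment, then 6 h compound exposure, 37 °C.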
APJ antagonist: antagonists of human APJ apelin receptor. CHO-K1 APJ beta-arrestin complementation, luminescence. AID 2521. inhibition, % at 20 µM. actives 0.32% (n = 330,000). P35414;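 active = inhibition above about 40% at 20 µM, limit read from the data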;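 note: cells challenged with 10 nM apelin-13 agonist together with compound; plate controls were apelin-13 plus DMSO wells for no effect and DMSO wells lacking apelin-13 for full effect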
Target sequence (P35414 whole entry, looked up): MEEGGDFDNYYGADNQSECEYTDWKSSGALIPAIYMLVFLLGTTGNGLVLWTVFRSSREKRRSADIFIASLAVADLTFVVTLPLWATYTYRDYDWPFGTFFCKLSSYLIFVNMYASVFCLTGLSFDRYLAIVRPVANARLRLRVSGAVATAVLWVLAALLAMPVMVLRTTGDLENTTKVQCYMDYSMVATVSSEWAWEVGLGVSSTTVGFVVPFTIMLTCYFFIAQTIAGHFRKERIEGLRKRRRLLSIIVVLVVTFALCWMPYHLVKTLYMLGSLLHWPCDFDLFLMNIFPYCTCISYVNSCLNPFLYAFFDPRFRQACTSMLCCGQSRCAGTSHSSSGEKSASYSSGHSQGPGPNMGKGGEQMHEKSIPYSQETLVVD
tim23-1 inh: growth inhibitors of tim23-1 mutant yeast | S. cerevisiae tim23-1 growth, BacTiter-Glo luminescence, 24 h | inhibition, % at 20 µM | actives 1.3% (n = 330,000);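 active = growth inhibition of the mutant yeast at or above 50%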;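 note: temperature-sensitive mutant grown at 25 °C; plate controls were DMSO-treated mutant yeast for no effect and medium wells lacking yeast for full effect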
UPR XBP1 act: adaptive UPR (XBP1) activation. CHO-XBP1 luciferase reporter, IRE1-XBP1 UPR activation, luminescence; percent of tunicamycin response, DMSO as zero. actives 0.33% (n = 330,000). activation, % at 20 µM;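 active = versus positive control, 20 µM dose yields 30% or more activation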;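 note: 100% = tunicamycin at 10 µg/mL and 0% = DMSO only wells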
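assay system = CHO-XBP1 luciferase reporter cells | amount = 1000 cells/well | buffer or medium = F12 plus 10% FBS | compound dosing = single point, 20 µM final compound, 1% DMSO | incubation = 16-18 h cell attachment at 37 °C, then 6 h compound exposure | detection = Steady-Glo luminescence read | controls = tunicamycin 10 µg/mL and vehicle-only wells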
TIM10 inh: growth inhibitors of TIM10 yeast strain; S. cerevisiae TIM10 strain growth, BacTiter-Glo luminescence, 24 h; inhibition, % at 10 µM; actives 1.4% (n = 330,000); AID 463195;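 active = inhibition of 40% or more at the single tested concentration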;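 note: wild-type TIM10 isogenic control strain grown at permissive 25 °C; 0% = DMSO yeast wells and 100% = minimal medium wells without yeast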
CXCR6 block: inhibitors of human CXCR6 receptor. O00574. CHO-K1 PathHunter CXCR6 beta-arrestin, luminescence. inhibition, % at 20 µM. actives 0.36% (n = 360,000). AID 602244; in the data active = inhibition above about 34%, passing the limit was not always enough;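 note: antagonist mode with CXCL16 agonist at 10 nM final; 0% = 10 nM CXCL16 with DMSO and 100% = unstimulated wells without agonist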
Target sequence (O00574 whole entry, looked up): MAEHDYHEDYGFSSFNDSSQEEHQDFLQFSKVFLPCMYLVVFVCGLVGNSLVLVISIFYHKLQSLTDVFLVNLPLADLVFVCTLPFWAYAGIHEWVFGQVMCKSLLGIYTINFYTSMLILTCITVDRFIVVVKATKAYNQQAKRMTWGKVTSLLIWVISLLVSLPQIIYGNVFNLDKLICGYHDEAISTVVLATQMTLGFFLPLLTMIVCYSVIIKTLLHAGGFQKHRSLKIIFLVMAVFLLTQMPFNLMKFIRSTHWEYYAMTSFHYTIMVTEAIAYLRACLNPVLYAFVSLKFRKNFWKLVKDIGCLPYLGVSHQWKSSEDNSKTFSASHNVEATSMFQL
APJ agonist: agonists of human APJ apelin receptor. P35414. CHO-K1 APJ PathHunter beta-arrestin, luminescence; 0% DMSO wells, 100% apelin. activation, % at 20 µM. actives 0.11% (n = 330,000). AID 2520;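 active = activation more than six SD over the plate average, tested at 20 µM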;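 note: 0% = DMSO alone and 100% = apelin-13 at 10 nM; some results filed as inactive read as strong as hits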
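Assay system: CHO-K1 APJ beta-arrestin complementation cell line / Compound: single test compound dose, 20 µM final, 1% DMSO / Times: overnight seeding, 90 min compound at 25 °C, 1 h detection / Technique: beta-gal luminescence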
The depositor's hits bear a star; nt = not tested or not shown. Only part of the results is shown; count on the stated rates, not on these rows.

SMILES | Mdm2 MdmX PPI | tim10-1 inh | UPR CHOP act | APJ antagonist | tim23-1 inh | UPR XBP1 act | TIM10 inh | CXCR6 block | APJ agonist
COCC(=O)N[C@@H]1c2ccccc2CC[C@@H]1OCc1ccccc1 | -4 | 3 | 3.6 | nt | 21 | 0 | -15 | -2 | nt
COCCNC(=O)c1cc(Sc2nnc(C)s2)nc2ccccc12 | 7 | -2 | -0.1 | -22 | 10 | -2 | -13 | nt | -2
Cc1ccc(N2NC(=O)/C(=C/C=C/c3ccco3)C2=O)cc1C | 5 | -15 | -1.0 | 24 | 10 | 2 | -1 | 17 | -6
CCC1=C(OC(=O)N(CC)CC)N2C(=O)OC(=NCCOC)[C@]2(Cc2ccccc2)[C@H]2C1=CC[C@H]1C(=O)NC(=O)[C@H]12 | 12 | -13 | -0.6 | 5 | 2 | -1 | 9 | 10 | -5
CCC(=O)N1c2ccccc2NC2=C(C(=O)CC(C)(C)C2)C1c1ccc(O)c(OC)c1 (configuration not stated) | 11 | -5 | 0.6 | 5 | -11 | -2 | -5 | -7 | -2
COc1ccc(C(=O)OCC(=O)NCCCc2ccccc2)cc1[N+](=O)[O-] | -5 | 6 | -1.8 | -25 | 2 | -1 | -22 | 6 | 0
COc1cc(C(c2c(O)cc(C)[nH]c2=O)c2c(O)cc(C)[nH]c2=O)ccc1O | 15 | 8 | 0.1 | 16 | -2 | -3 | 9 | -4 | -2
COC(=O)c1ccc(CSc2nnc(N)s2)o1 | 21 | 7 | -0.9 | 8 | -10 | -2 | 13 | 12 | -1
CCN(CC)P(=O)(c1ccccc1)c1c(C)nc2ccccn12 (configuration not stated) | -11 | 1 | 0.4 | 3 | 3 | -2 | 3 | 7 | 0
O=C(Nc1ccc2c(c1)OCO2)c1ccncc1 | 10 | 25 | 1.6 | -3 | -1 | 0 | -1 | -11 | -2
O=C(NCc1ccccc1Br)c1cccc2c1C(=O)c1ccc(N3CCC(Cc4ccccc4)CC3)cc1S2(=O)=O | 14 | 1 | -2.1 | 8 | 6 | -2 | -13 | 2 | -2
COc1ccc(NC(=O)CSCC(=O)OCc2cccc(OC)c2OC)cc1 | 29 | 12 | 2.8 | 1 | 35 | 2 | 7 | 2 | 7
Cc1noc(C)c1C(=O)NCCCc1ccccc1 | -17 | 6 | -0.5 | 37 | -8 | -1 | -19 | -3 | -5
Cc1ccc(C(C[N+](=O)[O-])c2c(C)cc3ccccn23)cc1 (configuration not stated) | 37 | 42* | -1.0 | 5 | 48 | -5 | 22 | 5 | -2
Brc1ccc(C2=CC(c3ccco3)n3nnnc3N2)cc1 (configuration not stated) | 7 | 15 | -0.9 | 9 | 20 | -1 | 23 | 2 | -3
CCC(C(=O)OC)n1cnc2scc(-c3ccc(C)c(C)c3)c2c1=O (configuration not stated) | 13 | 25 | -0.3 | 16 | 41 | -2 | 22 | 2 | -2
CCOc1cc(N2CCOCC2)c(OCC)cc1NC(=O)C(NC(=O)c1ccco1)C(C)C (configuration not stated) | 24 | -15 | 0.1 | 5 | -10 | -3 | -4 | 3 | -1
COc1ccccc1OC(C)C(=O)Nc1ccccc1C(=O)NCC1CCCO1 (configuration not stated) | -6 | -5 | 1.3 | 13 | 15 | -5 | 9 | -7 | -1
Nc1c(Cl)ncnc1N/N=C/c1cccnc1 | -10 | -15 | 1.0 | 13 | -2 | -3 | 3 | 4 | 3
CCCCCC(=O)Nc1ccc(-c2csc(C)n2)cc1 | -24 | -45 | 5.6 | 12 | 9 | 0 | 3 | -1 | -2

Entries from the list above containing a furan ring, fused or not (4):
SMILES | Mdm2 MdmX PPI | tim10-1 inh | UPR CHOP act | APJ antagonist | tim23-1 inh | UPR XBP1 act | TIM10 inh | CXCR6 block | APJ agonist
Cc1ccc(N2NC(=O)/C(=C/C=C/c3ccco3)C2=O)cc1C | 5 | -15 | -1.0 | 24 | 10 | 2 | -1 | 17 | -6
COC(=O)c1ccc(CSc2nnc(N)s2)o1 | 21 | 7 | -0.9 | 8 | -10 | -2 | 13 | 12 | -1
Brc1ccc(C2=CC(c3ccco3)n3nnnc3N2)cc1 (configuration not stated) | 7 | 15 | -0.9 | 9 | 20 | -1 | 23 | 2 | -3
CCOc1cc(N2CCOCC2)c(OCC)cc1NC(=O)C(NC(=O)c1ccco1)C(C)C (configuration not stated) | 24 | -15 | 0.1 | 5 | -10 | -3 | -4 | 3 | -1

Random excerpt: 2 compounds from above, in no set order.
SMILES | Mdm2 MdmX PPI | tim10-1 inh | UPR CHOP act | APJ antagonist | tim23-1 inh | UPR XBP1 act | TIM10 inh | CXCR6 block | APJ agonist
COc1ccc(C(=O)OCC(=O)NCCCc2ccccc2)cc1[N+](=O)[O-] | -5 | 6 | -1.8 | -25 | 2 | -1 | -22 | 6 | 0
COC(=O)c1ccc(CSc2nnc(N)s2)o1 | 21 | 7 | -0.9 | 8 | -10 | -2 | 13 | 12 | -1

More records:
SMILES | Mdm2 MdmX PPI | tim10-1 inh | UPR CHOP act | APJ antagonist | tim23-1 inh | UPR XBP1 act | TIM10 inh | CXCR6 block | APJ agonist
N#Cc1cc2cc3c(cc2nc1SCC(=O)N1CCOCC1)OCCO3 | 84* | 18 | -2.8 | -2 | 1 | -8 | -11 | 0 | 0
Cc1cccc(COCC(Cc2ccccc2)N2CCN(C(=O)c3cccc(Cl)c3)CCC2=O)c1 (configuration not stated) | 20 | 25 | 0.0 | -79 | 25 | -4 | 16 | 5 | 16
C/C(=N/Nc1nc(-c2ccccc2)cc(-c2ccc(F)cc2)n1)c1cccc(N)c1 | 42 | 46* | 13 | 32 | 55* | 8 | 52* | 24 | -7
Cc1noc(NS(=O)(=O)c2ccc(NC(=O)CSc3nnc(-c4ccccc4)n3C3CCCCC3)cc2)c1C | -12 | 10 | -0.3 | 23 | 18 | -2 | 6 | -3 | -3
Cc1nc2ccccc2nc(C)c1=NO | -45 | 5 | 3.4 | -3 | 10 | 0 | 5 | 2 | 10
CC(C)Cn1c(N)c(C(=O)CSc2n[nH]c(N)n2)c(=O)n(C)c1=O | 7 | -14 | 1.5 | -49 | -2 | 3 | -4 | 8 | -2
Cc1ccc(NC(=O)c2c(C(=O)Nc3ccccc3)sc3nc(C)cc(=O)n23)cc1 | 10 | 6 | -0.4 | 20 | 4 | 3 | -2 | 5 | -3
Cc1ccc2nc(SCC(=O)Nc3ccc(Cl)cc3)nc(=O)n2c1 | 19 | -12 | 1.9 | 16 | -6 | 0 | -10 | 10 | -1
CCOC(=O)c1[nH]cnc1C(=O)Nc1ccccn1 | 16 | -19 | -0.3 | -5 | -30 | -3 | -18 | -6 | -1
COc1ccc(S(=O)(=O)N(C)C[C@H]2Oc3c(NC(=O)Nc4ccc5c(c4)OCO5)cccc3C(=O)N([C@H](C)CO)C[C@@H]2C)cc1 | 13 | 5 | -1.8 | 13 | 2 | -1 | 1 | 1 | -2
O=C(CCN1C(=O)/C(=C/c2cccs2)SC1=S)Nc1ccc(C(=O)O)cc1 | 3 | 9 | 2.4 | 10 | 11 | 0 | -7 | 12 | -3
COC(=O)c1ccccc1NS(=O)(=O)c1ccc2c3c(cccc13)C(=O)N2 | 46 | 5 | 3.0 | -11 | -1 | -2 | -15 | 12 | -2
Cc1ccc(Nc2nc(N)nc(CSc3nncn3C)n2)cc1 | -32 | -2 | 1.7 | 1 | -1 | -1 | 13 | -1 | -1
O=C(NNC(=O)c1ccc2ccccc2c1O)NC1CCCCC1 | 13 | -133 | -0.3 | -48 | -22 | -7 | -51 | -8 | 1
CCC(C)N(C(=O)COC(=O)c1cc([N+](=O)[O-])ccc1N)C1CCS(=O)(=O)C1 (configuration not stated) | -15 | 12 | -1.6 | 10 | 10 | -1 | -2 | 3 | 4
CCCNC(=O)CCn1nc(-c2ccc(C)cc2)c2ccccc2c1=O | 11 | 27 | -0.8 | -3 | 19 | 0 | -14 | 11 | -5
COc1cc(/C=C/C(=O)OCC(=O)Nc2nnc(-c3ccccc3)o2)cc(OC)c1OC | 2 | -5 | 1.8 | 14 | 3 | -3 | -8 | 10 | 8
CN(C)S(=O)(=O)N1CCC(Oc2ccc(C(=O)NCCc3cscn3)cc2)CC1 | -10 | 26 | 0.3 | -7 | 12 | 0 | 6 | 7 | 7
O=C(CCCOc1ccccc1)OCn1nnc2ccccc2c1=O | -10 | -1 | -0.7 | -14 | 24 | -4 | 12 | -4 | -3
N#C/C(=C\c1cccc([N+](=O)[O-])c1)C(=O)NCC1CCCO1 (configuration not stated) | 20 | 57* | 0.5 | -6 | 77* | 0 | 57* | -6 | 6
CCCCN(C)C(=O)C(Cc1ccccc1)NS(=O)(=O)c1ccc2c(c1)CCC(=O)N2 (configuration not stated) | 8 | -10 | 1.3 | 2 | -19 | -2 | -2 | -2 | 1
O=C(CCCc1nc(-c2ccccc2)no1)NC1CCCCC1 | 28 | -7 | 1.9 | 5 | 8 | 1 | 14 | 5 | -1
CCN(Cc1ccc(OC)c(F)c1)C(C)C(=O)Nc1ccc(S(=O)(=O)N2CCCC2)cc1 (configuration not stated) | 22 | 19 | -0.5 | 6 | 19 | 3 | 6 | 6 | -1
Cc1ccn2c(C(=O)N/N=C\c3ccccc3[N+](=O)[O-])c(C)nc2c1 | 12 | 24 | -0.6 | -2 | 8 | 3 | 14 | 0 | -3
CCOc1ccc(N2C(=O)Nc3ccccc3C2(O)C(=O)NCc2ccc(C)cc2)cc1 (configuration not stated) | 22 | 16 | 0.0 | 11 | -12 | -2 | -3 | -6 | -1
Cc1ccc(NC(=O)Cn2cccc2)cc1 | -13 | 1 | 3.0 | 8 | 15 | 3 | -10 | -3 | -3
COc1ccc(NC(=O)Nc2cccc3c2O[C@H](CN(C)S(=O)(=O)c2ccc(OC)cc2)[C@@H](C)CN([C@H](C)CO)C3=O)cc1 | 28 | -4 | 2.1 | -8 | 2 | -1 | 5 | -8 | -2
COCC(=O)Nc1ncc(S(=O)(=O)c2ccc([N+](=O)[O-])cc2)s1 | 11 | 37 | 1.4 | -53 | 36 | -1 | 34 | -13 | 9
Cc1cccc(NS(=O)(=O)c2ccc3[nH]c(=O)oc3c2)c1C | 9 | -2 | 0.2 | 7 | 11 | 2 | -7 | -8 | 2
Cc1c(CC(=O)O)c(=O)oc2cc3c(cc12)CCC(C)(C)O3 | 9 | 7 | 0.1 | 11 | -1 | 0 | 9 | 6 | -1
CCN1CCN(c2cc(C)c3cc(NC(=O)c4cccc(OC)c4)ccc3n2)CC1 | 16 | -9 | 4.6 | -27 | 8 | 3 | -18 | -1 | -6
COc1cc2c(=O)c(-c3ccc(O)cc3)coc2cc1OC1OC(CO)C(O)C(O)C1O (configuration not stated) | -14 | 3 | 1.5 | -21 | 7 | 3 | 10 | -3 | 0
CCOC(=O)c1nn(-c2ccc(OCC)cc2)c2nc(CC(C)C)c(C#N)c(=O)n12 | 22 | 22 | -1.7 | 2 | -33 | 1 | -33 | 6 | -1
Cc1ccc(/C=C/C(=O)N2CCN(S(=O)(=O)/C=C/c3ccccc3)CC2)o1 | -24 | 10 | 0.5 | -22 | 22 | -1 | 9 | 5 | -3

Screening data: PubChem BioAssay, Sanford-Burnham Center for Chemical Genomics
